# L3MBTL1 block: qHTS Assay for the Inhibitors of L3MBTL1 | Lethal(3)malignant brain tumor-like protein 1 (Homo sapiens), Q9Y468 | AlphaScreen L3MBTL1–H3K9me1 peptide binding | Potency, µM (top dose mostly 57.1 µM), without a hit: at the top dose activity, negative = inhibition, most hits filed as inhibitors | 0.66% of 230,000 active | AID 485360, 2010; active means well fitted inhibition curve with a large enough effect; inconclusive means small, poorly fitted or top-dose-only effect; inactive means no such curve, though single readings can be large or run the other way; further: nearly all actives have a fitted effect of over 60% in size
# Target sequence (Q9Y468 whole entry, looked up): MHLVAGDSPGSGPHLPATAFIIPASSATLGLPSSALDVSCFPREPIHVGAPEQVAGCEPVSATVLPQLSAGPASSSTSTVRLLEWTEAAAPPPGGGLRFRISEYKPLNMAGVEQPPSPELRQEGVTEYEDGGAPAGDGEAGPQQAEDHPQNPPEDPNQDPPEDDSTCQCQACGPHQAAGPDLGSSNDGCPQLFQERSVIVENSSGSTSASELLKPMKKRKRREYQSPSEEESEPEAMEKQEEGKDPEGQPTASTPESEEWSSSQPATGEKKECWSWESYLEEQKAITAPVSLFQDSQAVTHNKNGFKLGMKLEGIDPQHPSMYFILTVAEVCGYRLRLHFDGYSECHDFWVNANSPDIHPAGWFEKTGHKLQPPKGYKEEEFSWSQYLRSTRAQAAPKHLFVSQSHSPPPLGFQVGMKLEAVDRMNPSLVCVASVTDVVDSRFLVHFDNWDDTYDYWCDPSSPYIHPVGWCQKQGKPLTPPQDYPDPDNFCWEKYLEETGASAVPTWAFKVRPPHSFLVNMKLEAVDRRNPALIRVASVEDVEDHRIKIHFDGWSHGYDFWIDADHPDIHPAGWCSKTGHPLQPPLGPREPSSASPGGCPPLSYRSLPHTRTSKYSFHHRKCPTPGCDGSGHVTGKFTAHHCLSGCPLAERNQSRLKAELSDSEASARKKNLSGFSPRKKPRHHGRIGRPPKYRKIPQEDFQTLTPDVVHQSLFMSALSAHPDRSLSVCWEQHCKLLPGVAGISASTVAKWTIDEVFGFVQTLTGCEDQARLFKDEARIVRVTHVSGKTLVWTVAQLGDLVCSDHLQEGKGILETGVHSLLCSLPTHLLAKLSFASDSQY
#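 L3MBTL1 50 nM + b-AHA-H3(1-15)K9me1 75 nM, 30 min RT; compound added, 30 min RT; streptavidin donor/Ni-chelate acceptor beads 10 ug/mL each final, 30 min RT dark; AlphaScreen read.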
# Numbers without * were called inactive; ? = inconclusive; [ ] = remark or other dose. On the % scale 0 is the no-effect control and ±100 the full control effect; potency means the concentration at half of the fitted maximal effect. An excerpt; the hit share may differ from the screen's.
Molecule	L3MBTL1 block
O=S(=O)(c1ccc2c(c1)OCCO2)N1CCCN(S(=O)(=O)c2c(F)cccc2F)CC1	-3.6%
CCCC[C@@H]1CNCCN1CC1(c2ccccc2)CC1	11.5%
CCCCn1c(N)c(N(CCOC)C(=O)COC(=O)COc2cccc(C(C)=O)c2)c(=O)[nH]c1=O	17.0%
O=C(c1ccc(NS(=O)(=O)/C=C/c2ccccc2)cc1)N1CCCCC1	0.6%
CCCCN(C(=O)c1ccc(-c2ccc(Cl)cc2)o1)c1c(N)n(CCC)c(=O)[nH]c1=O	10.8%
CCN(CC(=O)NCc1cccs1)C(=O)c1ccc(NS(=O)(=O)c2cccc([N+](=O)[O-])c2)cc1	4.7%
CCCCNC(=O)C1CCN(S(=O)(=O)c2ccc3c(c2)CC(C)N3C(=O)C2CC2)CC1 (stereo not drawn)	-6.0%
COc1ccc(-c2ccc3c(c2)S(=O)(=O)c2cccc(C(=O)N4CCN(c5c(Cl)cncc5Cl)CC4)c2C3=O)cc1OC	-8.0%
O=C(NCC(c1ccc(F)cc1)N1CCOCC1)c1ccc(-c2ccccc2)cc1 (stereo not drawn)	4.1%
CCN(C(=O)CSc1nc(C)c(C)c(C)n1)C1CCS(=O)(=O)C1 (stereo not drawn)	6.1%
COC(=O)C(Cc1ccccc1)NC(=O)CCC(=O)NC(C)CCc1ccccc1 (stereo not drawn)	0.2%[2.29 µM]
O=C(NCCC1=CCCCC1)c1c(O)nc2sccn2c1=O	-9.4%
COc1ccccc1NC(=O)COC(=O)C1CCCC1	4.5%
O=C(COC(=O)COc1ccccc1)Nc1ccc(Br)cc1F	2.1%
CCOC(=O)C1CCCN(C(=O)c2cccc(S(=O)(=O)N(C)c3ccc(OC)cc3)c2)C1 (stereo not drawn)	5.8%
O=C(CN1CCN(c2ccc(O)cc2)CC1)NCC(=O)Nc1ccc(F)c(F)c1F	-4.8%
O=C(COC(=O)c1ccc(O)cc1)Nc1ccc2[nH]c(=O)[nH]c2c1	5.4%
Cn1c(=O)c(C(=O)NC2CCCCCC2)c(O)c2ccccc21	1.1%
COc1ccccc1CC(=O)Nc1cc(C)ccn1	-12.4%
Cc1ccccc1-c1nnn(Cc2cccc(S(=O)(=O)N3CCOCC3)c2)n1	9.3%
CCOC(=O)[C@H]1[C@H]2COc3ccc(Cl)cc3[C@@H]2N2C(=O)CN(Cc3ccc(C)cc3)C(=O)[C@@]12C	-10.1%
CCCn1c(N)c(N(CCOC)C(=O)Cc2ccc(S(=O)(=O)N3CCOCC3)s2)c(=O)[nH]c1=O	-9.1%
Cc1cnc(C(=O)OCC(=O)Nc2cc(S(=O)(=O)N3CCOCC3)ccc2Cl)cn1	-3.7%
CC(=O)N/C(=C\c1ccccc1)C(=O)OC(C)C(=O)c1ccccc1 (stereo not drawn)	6.5%
COc1ccccc1NS(=O)(=O)c1ccc(C(=O)NCC2(N(C)C)CCCCC2)cc1	0.0%
COc1cccc(NC(=O)c2ccccc2Oc2ccccc2)c1	16.9%
COc1cccc(CNC(=O)CSc2nc(=O)n(Cc3ccncc3)c3c2CCC3)c1	4.3%
COc1ccc(NC(=O)CNC(=O)Cc2cccc3ccccc23)c(OC)c1	-4.2%
Cc1ccc(-c2csc3ncn(CC(=O)O)c(=O)c23)cc1C	1.3%
COc1ccc(CNn2cnnc2)c(O)c1	1.9%
Cc1ccc([C@@H]2CC=C(C(=O)O)[C@H](c3cccc(Cl)c3)N2S(=O)(=O)c2ccccc2C)cc1	-6.2%
O=C(/C=C/c1c(Cl)cccc1Cl)N1CCOCC1	4.1%
O=C1/C(=C\c2ccncc2)CCc2ccccc21	-5.8%
O=C(CN1C(=O)NC2(CCCc3ccccc32)C1=O)c1ccc(F)c(F)c1 (stereo not drawn)	-3.4%
COCc1cc(=O)n2[nH]c(C)c(-c3ccccc3)c2n1	16.6%
COc1ccc(N(CC(=O)N2CCCC2)S(C)(=O)=O)cc1	-2.6%
CCCN(C(=O)c1cc(-c2ccco2)nc2ccccc12)c1c(N)n(Cc2ccccc2)c(=O)[nH]c1=O	?
CN(C)S(=O)(=O)c1ccc(C(=O)N2CCN(C(=O)C3CCCO3)CC2)cc1 (stereo not drawn)	-5.2%
CCC(=O)c1ccc(OCC(=O)NC2CCN(Cc3ccccc3)CC2)cc1	-5.3%
COc1ccc(C)cc1-n1ccn(CC(=O)Nc2ccc(Br)cc2F)c(=O)c1=O	7.2%
N#Cc1cccc(NC(=O)COC(=O)c2cc(S(=O)(=O)Nc3ccccc3Cl)ccc2O)c1	6.6%
CCOC(=O)N1CCN(C(=O)CN2C(=O)NC(C)(c3ccc4ccccc4c3)C2=O)CC1 (stereo not drawn)	2.9%
CCOc1ccc(S(=O)(=O)NCCC(=O)N2CCN(Cc3ccccc3)CC2)cc1	3.0%
CC(Nc1cccc(C(=O)NC2CC2)c1)c1nnc(-c2ccccc2)o1 (stereo not drawn)	7.7%
COc1ccccc1CCC(=O)Nc1cc(S(=O)(=O)N2CCOCC2)ccc1N1CCCC1	-5.2%
O=C(c1cc(S(=O)(=O)N2CCOCC2)ccc1Cl)N1CCC(Cc2ccccc2)CC1	-9.0%
O=C(NCC1CCCO1)c1cn(Cc2ccccc2)nc1-c1ccc(Cl)cc1 (stereo not drawn)	-1.7%
CCNc1nnc(SCC(=O)c2cc(C)n(C3CC3)c2C)s1	-4.4%
COc1ccc(-c2oc3ccc(-c4cc(OC)c(OC)c(OC)c4)cc3c2-c2ccc(OC)nc2)cc1	0.5%
COC(=O)CN(C#N)c1nc(NCc2ccccc2)nc(OC)n1	-0.8%

# Random excerpt: 2 compounds from above
Molecule	L3MBTL1 block
CCCN(C(=O)c1cc(-c2ccco2)nc2ccccc12)c1c(N)n(Cc2ccccc2)c(=O)[nH]c1=O	?
COc1cccc(NC(=O)c2ccccc2Oc2ccccc2)c1	16.9%

# Other results follow:
Molecule	L3MBTL1 block
CCOC(=O)Cc1csc(SCC(=O)Nc2ccc(C)cc2F)n1	9.0%
CC(OC(=O)CSc1ccccc1)C(=O)NC1CCCCC1C (stereo not drawn)	8.1%
CCOC(=O)c1c(NC(=O)c2ccccc2C(=O)O)sc2c1CCCC2	-2.2%
CCN(C[C@H]1N[C@@](CC)(C(=O)OC)[C@H]2C(=O)N(C)C(=O)[C@@H]12)C(=O)C1CCCCC1	5.1%
COc1cc(S(=O)(=O)Nc2ccccc2N2CCCCC2)ccc1NC(C)=O	3.0%
COc1ccc(Cl)cc1NC(=O)CN(C)C(=O)c1sccc1-c1ccccc1	-6.3%
Cc1cccc(NC(=O)C[n+]2cccc(C)c2)c1	4.0%
O=C(Nc1cc(S(=O)(=O)N2CCCCC2)ccc1Cl)c1ccncc1	-1.1%
O=C(CN1C(=O)NC2(CCc3ccccc32)C1=O)Nc1ccccc1C(F)(F)F (stereo not drawn)	-1.1%
[N-]=[N+]=NCCN1CCN(CCc2ccccc2)CCC1=O	0.4%
O=C(CN1CCN(c2ccccc2O)CC1)NC(=O)NCc1ccccc1	-7.2%
CCN(CC(=O)Nc1ccc(OC)cc1)C(=O)c1ccc2c(c1)NC(=O)CS2	3.0%
CCCN(C(=O)c1cccc(S(=O)(=O)N2CCN(C)CC2)c1)c1c(N)n(Cc2ccccc2)c(=O)[nH]c1=O	-4.8%
Cc1noc(C)c1COc1ccccc1C(=O)NCc1ccco1	-2.6%
O=C(COC(=O)C1CCN(c2ccc(C(F)(F)F)cn2)CC1)c1cccc(Br)c1	37.2%[activator]
CC(NC(=O)CSc1nnnn1C1CC1)c1ccccc1Br (stereo not drawn)	-1.1%
Cc1ccc(NC(=O)Cn2cnc(C(=O)Nc3ccc(C)c(C)c3)n2)cc1C	12.8%
CCN(C[C@H]1N[C@@](C)(C(=O)OC)[C@H]2C(=O)N(C)C(=O)[C@@H]12)S(=O)(=O)c1ccc(OC)cc1	2.3%
O=C(O)CN1C(=O)c2ccc(Oc3ccc([N+](=O)[O-])cc3)cc2C1=O	5.7%
CCn1c(CNC(=O)c2cc(OC)c(OC)c(OC)c2)cc2ccccc21	-2.4%
CCOc1cc(C(=O)OCc2cccc(OC)c2OC)ccc1OCC(=O)N1CCOCC1	-15.1%
COC(=O)c1ccc(NC(=O)CCCN2C(=O)NC(C)(C)C2=O)cc1	0.4%
Cc1ccc(NC(=O)c2ncn(CC(=O)N3CCN(c4ccccn4)CC3)n2)cc1C	-3.5%
CCC(C)Oc1ccc(C(=O)Nc2ccc(CN3CCOCC3)cc2)cc1 (stereo not drawn)	-4.7%
O=C(COC(=O)c1ccc[n+]([O-])c1)Nc1ccc(Cl)cc1[N+](=O)[O-]	-1.4%

# Two entries from above in another layout:
CCCN(C(=O)c1cccc(S(=O)(=O)N2CCN(C)CC2)c1)c1c(N)n(Cc2ccccc2)c(=O)[nH]c1=O
  L3MBTL1 block = -4.8%

Cc1noc(C)c1COc1ccccc1C(=O)NCc1ccco1
  L3MBTL1 block = -2.6%

# Next part:
structure,L3MBTL1 block
COc1ccc(-c2c(C#Cc3ccsc3)c3cc(-c4ccc5c(c4)OCCO5)ccc3n2C)cc1,5.7%
Cc1ccc(CN2CCCOCCS2(=O)=O)cc1,3.0%
COc1cc(C(=O)Nc2ccc(F)cc2Cl)ccc1OCC(=O)N1CCOCC1,-3.0%
CNC(=O)c1ccc(NC(=O)Cc2ccc(S(=O)(=O)N3CCOCC3)s2)cc1,-1.9%
c1ccc(SCc2cn(C[C@H]3CC[C@@H]([C@@H]4CC[C@H](Cn5cc(CSc6ccccc6)nn5)O4)O3)nn2)cc1,-1.6%
O=C(Nc1cc(S(=O)(=O)N2CCOCC2)ccc1N1CCOCC1)c1ccccc1Cl,5.4%
CCN(CC(=O)NC(=O)NC1CCCCC1)Cc1ccccc1,11.0%
COc1cc2c(cc1OC)[C@@H](NC(=O)Cc1ccc(F)cc1)[C@H](OCc1ccccc1)C2,-6.0%
COc1ccc(NC(=O)CSc2nc(=O)n(CCN3CCOCC3)c3c2CCCC3)c(OC)c1,-2.4%
CC(C)Oc1ccc(S(=O)(=O)N2CCCCC2)cc1NC(=O)C1CCCC1,47.5%[activator]
CC(C)(C)c1ccc(S(=O)(=O)N2CCN(Cc3cc4c(cc3O)OCO4)CC2)cc1,-10.0%
O=C(O)CCC(=O)N(Cc1ccccc1)Cc1ccccc1,3.1%

# Laid out differently: entries from further up.
SMILES: CNC(=O)c1ccc(NC(=O)Cc2ccc(S(=O)(=O)N3CCOCC3)s2)cc1
  L3MBTL1 block: -1.9%
SMILES: c1ccc(SCc2cn(C[C@H]3CC[C@@H]([C@@H]4CC[C@H](Cn5cc(CSc6ccccc6)nn5)O4)O3)nn2)cc1
  L3MBTL1 block: -1.6%
SMILES: O=C(Nc1cc(S(=O)(=O)N2CCOCC2)ccc1N1CCOCC1)c1ccccc1Cl
  L3MBTL1 block: 5.4%
SMILES: CCN(CC(=O)NC(=O)NC1CCCCC1)Cc1ccccc1
  L3MBTL1 block: 11.0%

# (more compounds)
structure,L3MBTL1 block
COc1ccccc1NC(=O)COc1cccnc1[N+](=O)[O-],6.0%
CCN(CC)S(=O)(=O)c1ccc2[nH]c(=O)c3ccccc3c2c1,-1.8%
COc1ccc(S(=O)(=O)Nc2ccc3c(c2)C(=O)N([C@H](C)CO)C[C@H](C)[C@@H](CN(C)S(=O)(=O)c2c(C)noc2C)O3)cc1,2.6%
O=C(COC(=O)/C=C/c1c(F)cccc1Cl)NCC1CCCO1 (stereo not drawn),4.4%
COCC1CCCC1OS(N)(=O)=O (stereo not drawn),3.0%
O=C(CN1C(=O)NC2(CCCC2)C1=O)Nc1cc(Cl)ccc1N1CCOCC1,-3.9%
Cn1c(N)c(C(=O)COC(=O)c2ccc3ccccc3c2)c(=O)n(C)c1=O,5.3%
CSc1ccc(C2Nc3cccc4cccc(c34)N2)cc1,-1.7%[2.29 µM]
COc1cccc(N2CC(C(=O)Nc3c(C(N)=O)oc4ccccc34)CC2=O)c1 (stereo not drawn),2.0%
COc1ccc(NC(=S)NC(=O)Cc2ccccc2)cc1,-3.8%[2.29 µM]
COc1ccc(CCNc2ccc(C(CC(N)=O)NC(=O)c3cc(C)cc(C)c3)cc2[N+](=O)[O-])cc1 (stereo not drawn),-0.4%
CCCCCc1ccc(-c2cn(Cc3cccc(OC)c3)nn2)cc1,56.6%[activator]
CC(CC(=O)NCCc1ccc(F)cc1)c1ccccc1 (stereo not drawn),0.9%
O=C1CSC(c2ccccc2)N1CCc1ccccc1 (stereo not drawn),-4.7%[2.29 µM]
O=Cc1c[nH]c2ccc(OCc3ccccc3)cc12,-0.2%
CCOC(=O)CCNC(=O)N1CCCC(C(=O)c2cc(C)c(OC)c(C)c2)C1 (stereo not drawn),3.8%
CCOC(=O)C1(CCc2ccccc2)CCN(Cc2cc(OC)c(OC)cc2OC)CC1,-18.4%
Cc1cccc(NC(=O)CNC(=O)C(NC(=O)Cc2ccccc2)C(C)C)c1C (stereo not drawn),2.9%
CCOc1ccc(C(C)=O)cc1COC(=O)CNC(=O)C12CC3CC(CC(C3)C1)C2,18.4%
COc1ccc(C2/C(=C(/O)c3ccc(C)cc3)C(=O)C(=O)N2C)c(OC)c1 (stereo not drawn),3.9%
COc1ccc(N2CCN(C(=O)COC(=O)/C=C/c3ccc(OC(F)F)cc3)CC2)cc1,-5.0%
O=C(NCCOc1ccccc1F)C1CC(=O)N(Cc2ccccc2)C1 (stereo not drawn),5.2%
Cc1ccccc1NC(=O)c1cnn(-c2ccccc2)c1C,-0.1%
O=C(NCc1ccco1)c1ccc([N+](=O)[O-])cc1Cl,-3.5%

# Assay outcomes: PubChem BioAssay, National Center for Advancing Translational Sciences (NCATS)
